High-throughput results as filed in PubChem.
procasp3 activ: activators of human procaspase-3 D3A mutant, primary screen, biochemical, absorbance, PC-3 D3A mutant, single concentration | Caspase-3 (Homo sapiens), P42574 | recombinant procaspase-3 D3A, Ac-DEVD-pNA absorbance 405 nm | activation, % at 8.5 µM | 0.11% of 330,000 active | AID 463141, 2010;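 active = activation above the mean of all tested compounds plus 3 SD, cut at about 21% in these data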;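 also: 0% = DMSO alone and 100% = DMSO wells spiked with extra 5 µM PC-3 D3A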
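assay system = Procaspase-3 D3A mutant | signal = absorbance at 405 nm, 0 and 120 min | times = 1 h preincubation plus 2 h reaction at 25 °C | repeats = single replicate | read-out = % activation between DMSO and enzyme-spiked controls | medium = Zinc-free HEPES saline buffer with Triton X-100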
LAP4-GFP MLPCN: modulators of LAP4-GFP expression in yeast, primary screen, S. cerevisiae, multiplex flow cytometry, MLPCN library. 3 h; median GFP as percent of DMSO wells. GFP response vs DMSO, % at 10 µM. 0.34% of 320,000 active. AID 2023, 2009;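 active = GFP response vs DMSO above a set limit, about the screen mean plus 3 SD, cut at about 150% in these data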
MEP2-GFP yeast: modulators of MEP2-GFP levels in yeast, primary screen, S. cerevisiae, multiplex flow cytometry, MLPCN library; S. cerevisiae MEP2-GFP strain, 3 h; 100% = DMSO control level; GFP response vs DMSO, % at 10 µM; AID 2016, 2009; 0.51% of 330,000 active;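 active = GFP response versus DMSO above a set limit, roughly screen mean plus 3 SD, cut at about 180% in these data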;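 also: median GFP fluorescence of the barcode-gated MEP2-GFP cells per well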
RPL19A TOR yeast: RPL19A-GFP expression modulators in yeast, primary screen, cell-based, S. cerevisiae, multiplex flow cytometry, MLPCN. S. cerevisiae RPL19A-GFP strain, 3 h; hits give low values. percent response vs DMSO, % at 10 µM. 0.3% of 330,000 active;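 active = percent response vs DMSO below 50%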;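 also: median channel GFP fluorescence of the barcoded RPL19A-GFP strain; ratio of sample median GFP to plate DMSO average so 100% = DMSO; lower means less RPL19A-GFP as with rapamycin TOR inhibition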
proCasp7 act: procaspase-7 activators, primary screen, counter-screen for procaspase-3 activator project, biochemical, absorbance, HTS, human. recombinant procaspase-7, Ac-DEVD-pNA absorbance 405 nm; D23A/D198A/D206A triple mutant, cannot self-cleave; scale: DMSO 0, 5 µM enzyme 100. activation, % at 8.5 µM. 0.093% of 330,000 active;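 active = percent activation above the screen-wide mean plus 3 SD, cut at about 25% in these data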
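Assay system – Uncleavable procaspase-7 mutant enzyme · Quantity – 2 µM procaspase-7 mutant as dispensed · Times – 1 h preincubation, 2 h reaction · Dosing – single nominal 8.5 µM compound dose, 0.8% DMSO final · Buffer or medium – Zinc-free 50 mM HEPES buffer, pH 7.4, with NaCl and Triton X-100 · Detection – Epi-absorbance of released pNA at 405 nm, two timepoints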
EBNA-1 inh: EBNA-1 DNA-binding inhibitors, primary screen, biochemical, fluorescence polarization; 0.34% of 300,000 active; inhibition, % at 14.8 µM; in the data active = inhibition above about 28%
ZTA DNA inh: ZTA (EBV) inhibition in EBNA-1 counter-screen; ZTA-DNA binding, fluorescence polarization; inhibition, % at 11 µM; 0.15% of 320,000 active; AID 2234; in the data active = inhibition above about 33%
AHR act: AHR activators, primary screen, cell-based, luminescence, luciferase reporter, human. Aryl hydrocarbon receptor (Homo sapiens), P35869. AHR-responsive luciferase reporter cells. activation, % at 5 µM. 2.5% of 320,000 active; in the data active = activation above about 47%;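 also: 0% = vehicle wells and 100% = reference agonist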
* marks the source's active call; other numbers are inactive results; nt = no result given.

1. CC(=O)N1CCc2cc(S(=O)(=O)NC(C(=O)NC3CCCc4ccccc43)C(C)C)ccc21 (stereo not given)
2. CCCc1[nH]c2ccc(C(=O)OC)cc2c1CCC
3. CC(C)[C@H](NC(=O)c1ccc(Cl)c([N+](=O)[O-])c1)C(=O)NCc1ccc(F)cc1
4. Cc1ccc(S(=O)(=O)N2CCCCC2)cc1C(=O)Nc1ccc(S(=O)(=O)Nc2ncccn2)cc1
5. CCN(C(=O)CSc1nc2cc(Cl)ccc2c(=O)n1CC(C)C)C1CCS(=O)(=O)C1 (stereo not given)
6. CC1CCN(S(=O)(=O)c2ccc3c(c2)oc(=O)n3CC(=O)N2c3ccccc3CC2C)CC1 (stereo not given)
7. COc1ccc(/C=C2\COc3ccccc3C2=O)c(OC)c1
8. COC(=O)c1ccc(CSc2ccc3nnc(-c4ccc(F)cc4)n3n2)o1

Assay by compound	1	2	3	4	5	6	7	8
procasp3 activ	-5	0	-7	-11	2	5	4	-8
LAP4-GFP MLPCN	105	109	89	103	113	92	98	91
MEP2-GFP yeast	103	98	104	103	101	101	104	96
RPL19A TOR yeast	104	95	102	95	100	96	103	105
proCasp7 act	-8	-4	9	-4	9	9	-2	-2
EBNA-1 inh	-8	-11	10	-9	1	5	-5	-2
ZTA DNA inh	-15	-12	3	-1	2	-11	0	5
AHR act	7	0	1	2	-1	17	1	2

9. CN(C(=O)COc1nnc(-c2cccs2)c(-c2cccs2)n1)c1ccccc1
10. Cc1cc(C)n(CC(=O)N2CCCC(N3CCN(c4ccccc4C)CC3)C2)n1 (stereo not given)
11. COc1ccc(OCC(=O)N2CCOCC2)cc1
12. CC(OC(=O)c1cccs1)C(=O)NCC1CCCO1 (stereo not given)
13. O=C(Cc1cc(=O)[nH]c(=O)[nH]1)N1CCN(C(=O)c2ccco2)CC1
14. C/C(CC(=O)Nc1ccc2c(c1)OCCO2)=N\NC(=O)c1ccccc1F
15. CC(=O)c1c(C)[nH]c(C(=O)OCc2nnc(-c3ccccc3)o2)c1C
16. O=C(NCc1cccs1)c1cc(S(=O)(=O)N2CCOCC2)c(Cl)cc1Cl

Assay by compound	9	10	11	12	13	14	15	16
procasp3 activ	-1	4	-3	1	7	3	2	4
LAP4-GFP MLPCN	109	102	94	92	97	93	109	94
MEP2-GFP yeast	98	109	107	96	94	96	92	97
RPL19A TOR yeast	95	104	102	92	100	101	97	103
proCasp7 act	-3	2	-3	8	8	-6	-2	-5
EBNA-1 inh	-8	-2	0	-5	5	-7	2	-15
ZTA DNA inh	-14	-1	6	5	-2	-33	-7	-3
AHR act	6	-3	0	1	0	5	12	-5

17. Cc1cccnc1NC(=O)CSc1nnc(COc2ccc(C(C)C)cc2)n1C
18. O=C(NC(=S)Nc1cccc(NC(=O)c2ccccc2)c1)c1cccc([N+](=O)[O-])c1
19. CCOC(=O)C1C(=O)NC(N2CCOCC2)=NC1c1ccco1 (stereo not given)
20. Cc1cnc(NC(=O)c2ccncc2)s1
21. COC(=O)CCSCC(=O)N1N=C(c2ccc(OC)cc2)CC1c1cccc(OC)c1OC (stereo not given)
22. O=C(NCCN1CCCCC1)/C(=C/c1ccco1)NC(=O)c1ccccc1
23. N#CC1=C(N)Oc2n[nH]c(-c3cccs3)c2C1c1cccnc1 (stereo not given)
24. C[C@H](NC(=O)c1cc2cc(Cl)ccc2n1C)C(=O)N[C@@H](Cc1ccccc1)C(=O)O

Assay by compound	17	18	19	20	21	22	23	24
procasp3 activ	-4	-7	0	-2	3	5	5	2
LAP4-GFP MLPCN	90	96	93	106	93	86	96	102
MEP2-GFP yeast	100	102	106	96	94	98	114	115
RPL19A TOR yeast	106	97	96	94	95	98	101	113
proCasp7 act	-3	-4	5	5	5	-6	-2	4
EBNA-1 inh	-3	-3	-5	-2	1	-15	1	-4
ZTA DNA inh	1	-6	-16	-3	-4	-13	18	-2
AHR act	5	32	0	10	18	-1	4	5

25. CN(C)S(=O)(=O)c1cccc(C(=O)OCC(=O)Nc2ccc3c(c2)OCCO3)c1
26. CCCc1nnc(NC(=O)CCC(=O)N2CCN(Cc3ccc(OC)c(F)c3)CC2)s1
27. COc1ccccc1-n1cnnc1SC(C)C(=O)NCC1CCCO1 (stereo not given)
28. CCOC(=O)c1ccc(NC(=O)NC2CC3CCC(C2)N3)cc1 (stereo not given)
29. CC1COc2ccccc2N1S(=O)(=O)c1ccc(Cl)cc1 (stereo not given)
30. CCS(=O)(=O)Nc1cccc(C(=O)CC2(O)C(=O)Nc3ccccc32)c1 (stereo not given)
31. Cc1ccccc1NC(=O)C1CCN(S(=O)(=O)c2cccs2)CC1
32. Cc1cc(C)nc(NS(=O)(=O)c2ccc(NC(=O)CCC3COc4ccccc4O3)cc2)n1 (stereo not given)

Assay by compound	25	26	27	28	29	30	31	32
procasp3 activ	6	-3	8	3	4	4	5	6
LAP4-GFP MLPCN	95	86	82	104	119	111	99	101
MEP2-GFP yeast	95	99	92	108	90	105	98	107
RPL19A TOR yeast	99	98	90	107	96	100	108	102
proCasp7 act	3	-5	16	8	0	13	-7	-2
EBNA-1 inh	nt	-1	nt	3	6	-3	6	-3
ZTA DNA inh	-10	-15	4	-7	3	3	-14	-17
AHR act	0	-1	-2	-1	5	-6	-1	-1

33. CC(=O)Nc1ccc(NC(=O)C(C)OC(=O)c2cccc(S(=O)(=O)N3CCCCCC3)c2)cc1 (stereo not given)
34. Cc1ccnc2nc(C(=O)Nc3nnc(-c4ccc(Cl)cc4)o3)nn12
35. O=C(O)C1CC=CCC1C(=O)Nc1cccc(Cl)c1 (stereo not given)
36. O=C(c1ccccc1)N(c1ccccc1)C1C=CS(=O)(=O)C1 (stereo not given)
37. NS(=O)(=O)c1ccc(NC(=O)CSc2ncn[nH]2)cc1
38. O=C(NCc1cccs1)c1cc2ccccc2o1
39. CC(C)(C)C(=O)n1nc(-c2ccccc2)oc1=O
40. CS(=O)(=O)N1CCc2cc(S(=O)(=O)N3CCCCC3)ccc21

Assay by compound	33	34	35	36	37	38	39	40
procasp3 activ	4	-1	1	-7	-8	8	-1	-6
LAP4-GFP MLPCN	120	102	98	100	104	91	114	109
MEP2-GFP yeast	100	105	102	108	101	92	98	104
RPL19A TOR yeast	103	103	97	100	98	92	100	101
proCasp7 act	1	3	-3	1	4	9	2	0
EBNA-1 inh	7	2	-10	-2	-4	-8	-3	-16
ZTA DNA inh	13	6	-1	9	-3	12	3	-16
AHR act	1	2	4	3	2	3	-3	2

41. O=C(CCN1C(=O)COc2ccccc21)N1CCN(c2ccccc2)CC1
42. CCN(CC)S(=O)(=O)c1cccc(C(=O)NC(C(=O)Nc2nnc(C3CC3)s2)C(C)C)c1 (stereo not given)
43. CN(CC1COc2ccccc2O1)C(=O)c1ccc(N(C)C)cc1 (stereo not given)
44. CC1CCCCC1NC(=O)CNC(=O)c1cccs1 (stereo not given)
45. CCC(C(=O)NCC1CCCO1)N(C(=O)c1snc(C(N)=O)c1N)c1ccc(Cl)cc1 (stereo not given)
46. Cc1onc(-c2c(F)cccc2Cl)c1C(=O)N(C)CC(=O)Nc1cccc(F)c1
47. COc1ccc(-n2c(Cc3ccccc3)nnc2SCC(=O)N2CCCc3ccccc32)cc1
48. COCC(C)n1c(C)cc(C(=O)COC(=O)c2nc3nc(C)cc(C)n3n2)c1C (stereo not given)

Assay by compound	41	42	43	44	45	46	47	48
procasp3 activ	1	9	7	7	6	0	2	-1
LAP4-GFP MLPCN	98	96	117	99	93	108	97	98
MEP2-GFP yeast	88	102	108	102	108	106	93	94
RPL19A TOR yeast	91	102	94	94	107	104	97	99
proCasp7 act	6	-7	-5	10	-7	9	-10	-1
EBNA-1 inh	-3	-8	10	-1	-11	1	2	10
ZTA DNA inh	9	-6	12	0	-5	5	17	16
AHR act	4	-4	6	2	1	0	7	4

Ordered by heavy-atom count (rising): 9 of the compounds above.
38. O=C(NCc1cccs1)c1cc2ccccc2o1
44. CC1CCCCC1NC(=O)CNC(=O)c1cccs1 (stereo not given)
37. NS(=O)(=O)c1ccc(NC(=O)CSc2ncn[nH]2)cc1
40. CS(=O)(=O)N1CCc2cc(S(=O)(=O)N3CCCCC3)ccc21
43. CN(CC1COc2ccccc2O1)C(=O)c1ccc(N(C)C)cc1 (stereo not given)
41. O=C(CCN1C(=O)COc2ccccc21)N1CCN(c2ccccc2)CC1
46. Cc1onc(-c2c(F)cccc2Cl)c1C(=O)N(C)CC(=O)Nc1cccc(F)c1
45. CCC(C(=O)NCC1CCCO1)N(C(=O)c1snc(C(N)=O)c1N)c1ccc(Cl)cc1 (stereo not given)
42. CCN(CC)S(=O)(=O)c1cccc(C(=O)NC(C(=O)Nc2nnc(C3CC3)s2)C(C)C)c1 (stereo not given)

Assay by compound	38	44	37	40	43	41	46	45	42
procasp3 activ	8	7	-8	-6	7	1	0	6	9
LAP4-GFP MLPCN	91	99	104	109	117	98	108	93	96
MEP2-GFP yeast	92	102	101	104	108	88	106	108	102
RPL19A TOR yeast	92	94	98	101	94	91	104	107	102
proCasp7 act	9	10	4	0	-5	6	9	-7	-7
EBNA-1 inh	-8	-1	-4	-16	10	-3	1	-11	-8
ZTA DNA inh	12	0	-3	-16	12	9	5	-5	-6
AHR act	3	2	2	2	6	4	0	1	-4

Additional compounds
49. Cc1ccc(OC(C)C(=O)Nc2ccc(S(=O)(=O)N3CCOCC3)cc2)cc1 (stereo not given)
50. O=C(O)Cc1ccc(NC(=O)Nc2cccc(Cl)c2)cc1
51. CCOC(=O)CSC1=C(C#N)C(c2ccccc2OCC)C(C#N)C(=O)N1 (stereo not given)
52. Cn1c(=O)[nH]c(=O)c2c1nc(N1CCCCCC1)n2CC(N)=O
53. COc1ccccc1C(=O)N1CCC(N2CCN(c3ccccc3OC)CC2)CC1
54. O=[N+]([O-])c1cc(Br)c(O)c(C=Nc2ccc(N3CCOCC3)cc2)c1
55. N/C(=N\OC(=O)Cc1ccc(-c2ccccc2)cc1)c1ccccn1
56. CN(C)S(=O)(=O)c1ccc(C(=O)Nc2nc(-c3cccs3)cs2)cc1
57. Cn1c(N)c(C(=O)COC(=O)c2ccc3c(c2)C(=O)N(c2ccc(Cl)cc2)C3=O)c(=O)n(C)c1=O
58. O=C(CN1CCN(S(=O)(=O)c2cccc(F)c2)CC1)NCC1(N2CCOCC2)CCCCC1
59. CC(=O)[C@@H]1[C@@H](C(=O)c2ccccc2)[C@]2(C(=O)Nc3ccccc32)[C@H]2C=Cc3cc(F)ccc3N12

Assay by compound	49	50	51	52	53	54	55	56	57	58	59
procasp3 activ	-6	1	1	3	1	-1	-3	-29	6	-2	-2
LAP4-GFP MLPCN	93	104	91	102	106	111	114	98	104	99	102
MEP2-GFP yeast	101	108	102	104	100	102	101	97	111	94	102
RPL19A TOR yeast	102	96	99	99	105	104	93	99	100	95	108
proCasp7 act	-4	3	-3	-3	4	-24	-4	-33	-1	12	-13
EBNA-1 inh	4	16	5	4	6	57*	-12	15	5	nt	9
ZTA DNA inh	7	1	3	-2	4	127*	-7	4	-10	-2	1
AHR act	-6	1	0	0	0	1	5	5	0	-1	35
